Giardia FBPA inh: Giardia lamblia aldolase inhibition. A8B2U2. purified Giardia FBPA. Potency, µM (titrated, usually from 59.6 µM), for inactives: top-dose activity, negative = inhibition, usual class: inhibitors. 290,000 tested, 0.71% active. AID 2451; further: potency means the concentration at half of the fitted maximal effect; nearly all actives have a fitted effect of over 55% in size
Target sequence (A8B2U2 whole entry, looked up): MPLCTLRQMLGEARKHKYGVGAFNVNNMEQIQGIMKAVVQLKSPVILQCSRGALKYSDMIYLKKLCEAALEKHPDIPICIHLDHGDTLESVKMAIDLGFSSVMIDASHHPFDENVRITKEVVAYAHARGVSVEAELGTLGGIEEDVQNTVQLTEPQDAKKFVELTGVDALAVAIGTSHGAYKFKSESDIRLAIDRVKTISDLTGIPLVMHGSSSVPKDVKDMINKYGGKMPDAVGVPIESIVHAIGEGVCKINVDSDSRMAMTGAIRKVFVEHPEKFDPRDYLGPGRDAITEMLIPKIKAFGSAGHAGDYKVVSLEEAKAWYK
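Giardia FBPA (40 nM reagent) was preincubated 10 min at RT with compound (up to 57.5 uM final), then substrate plus GAPDH/TPI/NAD/arsenate coupling system with diaphorase/resazurin was added; resorufin fluorescence (525/598 nm) was read after 20 min.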
HCV inhibitor: HCV inhibition; Huh7.5.1 HCVcc-Cre infection, luciferase reporter, 44 h; Potency, µM (doses to about 41.8 µM), for inactives: at the top dose activity change, negative = inhibition, usual class: inhibitors; 340,000 tested, 3.4% active; AID 651820; further: potency means the concentration at half of the fitted maximal effect
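Cells (1,000/well) were plated 4 h before compound, then infected with HCVcc-Cre virus (~0.5 moi). After 44 h further culture, infection was read as luciferase luminescence following a 15 min substrate incubation at room temperature.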
AmpC inh detg: AmpC beta-lactamase inhibition with detergent present; P00811; AmpC hydrolysis of nitrocefin, absorbance 480 nm, 0.01% Triton; Potency, µM (highest dose often 114 µM), inactives show at the highest dose activity change, negative = inhibition, actives largely listed as inhibitors; 370,000 tested, 0.041% active; AID 485294;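 further: potency means the concentration at half of the fitted maximal effect; 0% = no-compound wells and -100% = no-enzyme wells; nearly all actives have a fitted effect of over 25% in size; some results filed as inactive show a strong effect at the top dose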
Target sequence (P00811 whole entry, looked up): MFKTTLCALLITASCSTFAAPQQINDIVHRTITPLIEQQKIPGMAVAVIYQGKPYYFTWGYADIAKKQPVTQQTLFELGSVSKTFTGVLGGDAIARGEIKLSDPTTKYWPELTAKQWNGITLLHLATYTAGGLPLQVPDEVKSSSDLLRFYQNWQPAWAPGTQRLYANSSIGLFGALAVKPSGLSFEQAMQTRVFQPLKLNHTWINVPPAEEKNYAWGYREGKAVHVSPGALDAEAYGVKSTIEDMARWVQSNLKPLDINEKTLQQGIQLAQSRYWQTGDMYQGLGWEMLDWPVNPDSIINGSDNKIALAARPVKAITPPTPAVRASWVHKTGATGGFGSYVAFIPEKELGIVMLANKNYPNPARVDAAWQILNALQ
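20 mM phosphate pH 7.0 + 0.01% (detergent screen) or 0.0001% Triton X-100; 5.3 nM AmpC reagent; cpd preinc 15 min RT; nitrocefin (800 uM stock) to start; A480 q20 s × 4 min; Activity was normalised to no-enzyme and no-compound control wells.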
Sm TGR inh: blocks Schistosoma mansoni thioredoxin glutathione reductase; Potency, µM (doses to about 114 µM), without a hit: at the highest dose activity change, negative = inhibition, actives largely listed as inhibitors; purified TGR, DTNB reduction, TNB absorbance 405 nm; 360,000 tested, 3% active; further: potency means the concentration at half of the fitted maximal effect; nearly all actives have a fitted effect of over 60% in size
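Kinetic colorimetric format: TGR-catalysed, NADPH-driven DTNB reduction monitored via TNB absorbance. Enzyme dispensed at 20 nM; compound exposure 15 min at room temperature before reaction start.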
HCMV inh: inhibitors of human cytomegalovirus. HFF cells, HCMV-luciferase reporter, 72 h; active compounds read low. activity change, negative = inhibition, % at 57.5 µM. 410,000 tested, 4.5% active. AID 1259415; in the data active means activity change below about -60%; inconclusive means no clear call, values can overlap the other calls; inactive means above about -39%
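Cell-based, HFFs, 1000 cells/well, 16 h 37C; cpds in DMSO + HCMV-luc, MOI 1 PFU/cell; 72 h 37C; OneGlo luminescence after 5 min RT; norm. to buffer vs Salinomycin 10uM.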
AmpC inh no detg: inhibitors of E. coli AmpC beta-lactamase without detergent; Potency, µM (series often up to 57.1 µM), for inactives: top-dose activity change, negative = inhibition, hits mostly inhibitors; P00811; AmpC nitrocefin hydrolysis, absorbance 480 nm, 0.0001% Triton; AID 485341; 330,000 tested, 0.52% active;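 further: potency means the concentration at half of the fitted maximal effect; plate controls were no compound for no effect and no enzyme for full effect; nearly all actives have a fitted effect of over 20% in size; some results filed as inactive show a strong effect at the top dose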
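AmpC (5.3 nM in the dispensed reagent) in 20 mM phosphate pH 7.0 with 0.01% (detergent screen) or 0.0001% Triton X-100 was preincubated with compounds for 15 min at room temperature. Nitrocefin was then added from an 800 uM solution, and hydrolysis was followed at 480 nm.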
* = called active by the depositor; ? = inconclusive; / = not tested or not shown; [ ] = remark or other dose. Unless noted, the call rests on the fitted dose curve; in most records, active means well fitted curve in the direction sought with a large enough effect; inconclusive means small, poorly fitted or top-dose-only effect, or another doubt; inactive means no such curve, though single readings can be large; an effect the other way counts as inactive or inconclusive. Unless noted, on the % scale 0 is the no-effect control and ±100 the full control effect. Random draw from the library (roughly 9.9% active in at least one column).

SMILES	Giardia FBPA inh	HCV inhibitor	AmpC inh detg	Sm TGR inh	HCMV inh	AmpC inh no detg
O=C(NCCNC(=O)c1ccccc1O)c1ccccc1O	-1%	-4%	?	-21%	?	-23%
Cc1ccc(N2C(=O)CC(Cc3cccc(C)c3)C2=O)cc1 (configuration not stated)	0%	15%	2%	0%	-6	9%
Cc1csc(NC(=O)c2c(-c3ccccc3)noc2C)n1	5%	23%	-3%	9%	-13	-33%
CC(=O)N1c2ccccc2NC2=C(C(=O)CC(C)(C)C2)C1c1cccn1C (configuration not stated)	5%	-3%	6%	1%	-5	-8%
C=CCn1c(=N)n(CC(=O)c2ccc(OC)cc2)c2ccccc21	2%	6%	-8%	-2%	?	12%
COCc1cc(C)nc(N/N=C/c2ccc(-c3cc(C(=O)O)ccc3Cl)o2)c1C#N	1%	/	-5%	-16%	-8	-24%
Cc1cccc2cc(C#N)c(NCc3ccccc3)nc12	18µM*	?	1%	0%	26	-16%
Clc1ccccc1/C=C/c1nc(-c2ccccn2)no1	0%	-27%	-6%	18%	?	67%[activator]
COc1cc(NC(=O)COC(=O)C=C(C)C)c(C)cc1[N+](=O)[O-]	-13%	?	-8%	-15%	-15	-31%
COc1ccc(NC(=O)c2cn3c(nc4ccccc43)c(C#N)c2C)cc1	0%	-9%	-13%	10%	-9	-19%
Cc1nn(Cc2ccccc2Cl)c(C)c1C(=O)NC1CCCc2ccccc21 (configuration not stated)	5%	?	0%	6%	14	68%[activator]
CCc1[nH]nc2c1C(c1ccc(Br)s1)C(C#N)=C(N)O2 (configuration not stated)	-21%	?	-4%	-18%	-23	-34%
CC(=O)O[C@H]1CC[C@]2(C)[C@H]3CC=C4[C@@H]5[C@@H](C)[C@H](C)CC[C@]5(C(=O)O)CC[C@@]4(C)[C@]3(C)CC[C@H]2C1(C)C	8%	/	-1%	4%	/	-41%
O=C(COC(=O)c1ccc(=O)n(Cc2ccccc2)n1)Nc1ccc2c(c1)OCCO2	0%	-27%	5%	8%	32	-24%
O=c1cc(O)c(-c2ccc(Cl)cc2)c(Cl)[nH]1	1%	-1%	-8%	10%	-4	-20%
N#C/C(=C/c1cn[nH]c1-c1cccc(Br)c1)C(=O)O	9%	5%	8%	14%	?	-18%
CCN(CC)S(=O)(=O)c1cccc(C(=O)NC(Cc2c[nH]c3ccccc23)c2nnc3n2CCCCC3)c1 (configuration not stated)	/	10%	0%	2%	-3	184%[activator]
COc1ccccc1C(=O)NC(=O)COC(=O)Cc1n[nH]c(=O)c2ccccc12	/	-3%	-6%	-6%	-15	-12%
Cn1c(=O)n(-c2ccc(Br)cc2F)c(=O)c2sc3ccccc3c21	/	/	11%	4%	-6	/
CC(=O)NC12CC3CC(C1)CC(C(=O)Nc1nc4ccc(F)cc4s1)(C3)C2	/	?	1%	4%	30	136%[activator]
C=CCN1C(=O)/C(=C/c2ccc(N(C)C)cc2)S/C1=N\c1nnc(CC)s1	-1%	11%	-5%	-29%	/	-11%
CCn1c(CNc2ccc(C(=O)O)cc2)nc2ccccc21	?	14%	4%	?	44	/
O=C(COC(=O)C1CCN(S(=O)(=O)c2cccs2)CC1)Nc1ccc(F)cc1F	8%	19%	0%	3%	0	-13%
COC(=O)c1c(NC(=O)c2nc(SC)ncc2Cl)sc2c1CCCC2	/	/	14%	14%	8	/
O=C(NC1CCS(=O)(=O)C1)c1ccc(N2CCCCC2)c([N+](=O)[O-])c1 (configuration not stated)	/	1%	-5%	-1%	-6	14%
O=C(Nc1ccc(-c2nc3ccccc3o2)cc1)c1ccc2c(c1)OCO2	1%	?	-6%	5%	-108*	/
O=C(CSc1ncn[nH]1)NCCc1ccccc1	0%	5%	1%	4%	7	-18%
O=c1cc(-c2ccccc2)nc(SCc2nc(-c3ccccc3Cl)no2)[nH]1	/	/	3%	7%	0	/
CCCc1cc(=O)n2[nH]c(NCc3ccccc3Cl)nc2n1	8%	18%	?	3%	5	-26%
CCc1ccc(NC(=O)Cn2nnc(C(=O)NCCc3ccc(OC)c(OC)c3)c2N)cc1	1%	?	-10%	-22%	-36	38%

Gathered by group, those above with a COOH group
SMILES	Giardia FBPA inh	HCV inhibitor	AmpC inh detg	Sm TGR inh	HCMV inh	AmpC inh no detg
COCc1cc(C)nc(N/N=C/c2ccc(-c3cc(C(=O)O)ccc3Cl)o2)c1C#N	1%	/	-5%	-16%	-8	-24%
CC(=O)O[C@H]1CC[C@]2(C)[C@H]3CC=C4[C@@H]5[C@@H](C)[C@H](C)CC[C@]5(C(=O)O)CC[C@@]4(C)[C@]3(C)CC[C@H]2C1(C)C	8%	/	-1%	4%	/	-41%
N#C/C(=C/c1cn[nH]c1-c1cccc(Br)c1)C(=O)O	9%	5%	8%	14%	?	-18%
CCn1c(CNc2ccc(C(=O)O)cc2)nc2ccccc21	?	14%	4%	?	44	/

Other structures:
SMILES	Giardia FBPA inh	HCV inhibitor	AmpC inh detg	Sm TGR inh	HCMV inh	AmpC inh no detg
COc1ccc(-n2c(=O)c3sc4ccccc4c3n(CC(=O)N3CCCC3)c2=O)cc1	/	/	6%	6%	-13	/
CCN(CC)CCn1c2ccccc2c2nc3ccc([N+](=O)[O-])cc3cc21	-10%	?	-3%	0%	-98*	4%
CC1CCN(S(=O)(=O)N2CCC(C(=O)N3CCC(N(C)CC4CCCO4)CC3)CC2)CC1 (configuration not stated)	5%	15%	-8%	0%	13	21%
CCn1ncc([N+](=O)[O-])c1C(=O)NC1CCCCC1	-4%	28%	3%	0%	-18	-11%
Nc1c(C(=O)NCC2CCCO2)sc(=S)n1-c1ccccc1 (configuration not stated)	-19%	5%	-12%	-2%[11.4 µM]	39	-2%
FC(F)(F)COc1ccc(-n2ccnc2)nn1	3%	18%	6%	7%	50	-13%
Cc1ccc(N2CC(C(=O)N3CCCc4ccccc43)CC2=O)cc1 (configuration not stated)	8%	-13%	5%	0%	?	23%
COc1ccc(/C=N/NC(=O)c2cccc(NC(=O)c3ccc(F)cc3)c2)c(C(=O)O)c1OC	-5%	0%	-1%	-7%	-6	-40%
Cc1nn(-c2ccccc2)c2c1c(C)c(CCC(=O)NCC1CCCO1)c(=O)n2C (configuration not stated)	/	?	2%	14%	?	41%
Cc1nc(NCC2CC2)c2nnn(Cc3ccccc3)c2n1	1%	?	6%	9%	-2	-8%
COc1ccc(-c2cc(C(=O)NCCc3ccc(OC)c(OC)c3)c3c(-c4ccc(F)cc4)[nH]nc3n2)cc1	/	/	7%	15%	-11	/
Cc1cc(N2CCOCC2)ccc1/C=C1\NC(=O)N(CC(=O)Nc2ccc(F)cc2)C1=O	1%	3%	-8%	/	-25	-4%
COc1cc(CC2C(=O)N(C)C(=O)N(C)C2=O)ccc1OCc1ccccc1	-6%	7%	-3%	-8%[11.4 µM]	36	-2%
CCOc1cccc(-c2c(C(=O)N/N=C(\C)c3ccccn3)nnn2-c2nonc2N)c1	/	11µM*	-4%	-5%	-69*	11%
Cc1cc(C(=O)Nc2c(C)n(C)n(-c3ccccc3)c2=O)on1	1%	12%	-9%	0%	-3	-31%
CCOC(=O)C1CCN(c2c(NCc3ccc(C(=O)Nc4ccc(C)cc4)cc3)c(=O)c2=O)CC1	2%	?	-8%	4%	15	-9%
CCc1nnc(N/N=C/c2ccc(O)c(OC)c2)n1N	20µM*	5%	-18%	-20%	8	-22%
Cc1ccc(/C=C2/C(=O)N=C(N)N2C)s1	-3%	1%	-21%	-1%	-25	-15%
CCc1ccc(NC(=O)CSCCN2C(=O)c3ccccc3C2=O)cc1	-3%	2%	0%	-2%	3	-11%
CCOc1ccc(NC(=S)N2CCN(S(=O)(=O)c3ccc(OC)cc3)CC2)cc1	6%	/	-7%	-3%	-23	-20%
O=C1CC(C(=O)Nc2ccc(Cl)cc2)S/C(=N\N=C\c2ccco2)N1 (configuration not stated)	2%	-3%	3%	0%	-12	-18%
COc1ccc(C(=O)Nc2ccc(-c3n[nH]c(=S)o3)cc2)cc1OC	?	4%	-1%	6%	-9	-18%
Nn1c(SCC(=O)NCCC2=CCCCC2)nnc1C(F)(F)F	0%	8%	?	-6%	31	-10%
O=C(NCc1ccccc1)c1ccc2c(c1)N(Cc1ccccc1)C(=O)c1ccccc1S2(=O)=O	/	/	-13%	-7%	-32	/
COc1ccc2ccccc2c1/C=N/n1cnnc1	-1%	-1%	?	3%	54	-3%
Cc1cc(/C=C2\SC(=O)N(C)C2=O)c(C)n1-c1ccc(S(N)(=O)=O)cc1	-10%	-20%	3%	-13%	-33	-24%
Cc1cccc(C)c1NC(=O)C1(N(C(=O)c2ccccn2)c2ccc(O)cc2)CCCCC1	6%	1%	7%	4%	-21	26%
Cc1oc(-c2ccc(Cl)cc2)[n+]([O-])c1C	3%	16%	-13%	50µM*	3	-15%
COC(=O)Nc1ccc2c(c1)N(C(=O)CCN1CCN3CCCC3C1)c1ccccc1S2 (configuration not stated)	-18%	?	-7%	-3%	-6	75%[activator]
Cc1nc2ccccc2nc1OCc1cccc(Cl)c1	1%	13%	?	-2%	-21	-11%
COc1ccc(/C(C)=N/Nc2ccc(F)cc2F)c(O)c1	-3%	3%	-9%	-25%	-29	-22%
CC(c1ccco1)N(C(=O)c1cccc(Br)c1)c1ccccn1 (configuration not stated)	4%	-14%	5%	4%	?	-3%
CCC(CC)C(=O)Nc1cccc(C(=O)NCCc2ccc(S(N)(=O)=O)cc2)c1	3%	?	-3%	5%	26	-34%
O=C(/C=C/c1ccccc1)Nn1cnc2ccccc2c1=O	4%	-6%	8%	-3%	70	-29%
COC(=O)c1ccc(NC(=O)CN2C(=O)C3C4C=CC(C4)C3C2=O)cc1 (configuration not stated)	0%	1%	-5%	-11%	35	-5%
COC(=O)c1sccc1NC(=O)C1CCCCC1C(=O)O (configuration not stated)	2%	4%	-3%	8%	-25	1%
c1ccc(Nc2nnc(-c3cccc4ccccc34)o2)cc1	-2%	?	-6%	19%	180	-25%
Cc1cccc(C)c1N1CCN(C(=O)c2ccc3c(c2)OCO3)CC1	/	-24%	2%	-12%	-17	36%
COc1cc(OC)c(NC(=O)C(c2ccccc2)N2Cc3ccccc3C2=O)cc1Cl (configuration not stated)	/	/	11%	1%	?	/
CCOC(=O)c1[nH]c(C)c(C(=O)NCCCN2CCOCC2)c1C	9%	/	-12%	0%	-6	-5%
COc1ccc(S(=O)(=O)N2CCOCC2)cc1NC(=O)CNC(=O)c1cccs1	/	3%	?	-15%	41	-7%
CC(C)OC(=O)c1c(N)n(CC2CCCO2)c2nc3ccccc3nc12 (configuration not stated)	-18%	-17%	?	3%	-23	0%
Cc1ccc(NC(=O)c2c(C)oc3ncnc(N4CCCCC4)c23)c(C)c1	/	/	-8%	0%	-20	/

Single records, as listed above. Values in the order: Giardia FBPA inh | HCV inhibitor | AmpC inh detg | Sm TGR inh | HCMV inh | AmpC inh no detg
Shown for c1ccc(Nc2nnc(-c3cccc4ccccc34)o2)cc1 : -2% | ? | -6% | 19% | 180 | -25%
Shown for CC(C)OC(=O)c1c(N)n(CC2CCCO2)c2nc3ccccc3nc12 (configuration not stated) : -18% | -17% | ? | 3% | -23 | 0%
Shown for COc1cc(OC)c(NC(=O)C(c2ccccc2)N2Cc3ccccc3C2=O)cc1Cl (configuration not stated) : / | / | 11% | 1% | ? | /

Compound activity (PubChem BioAssay)
